From PubChem BioAssay
LMPTP inh: blocks human LMPTP phosphatase | P24666 | recombinant LMPTP-A, OMFP fluorogenic substrate, fluorescence intensity | inhibition, % at 20 µM | hit rate 0.22% among 360,000 | AID 651560;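 active means compounds that cut the enzyme signal by at least half of the control window in the single-dose screen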;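 further: plate controls were DMSO wells with enzyme plus substrate for no effect and substrate without enzyme for full effect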
Target sequence (P24666 whole entry, looked up): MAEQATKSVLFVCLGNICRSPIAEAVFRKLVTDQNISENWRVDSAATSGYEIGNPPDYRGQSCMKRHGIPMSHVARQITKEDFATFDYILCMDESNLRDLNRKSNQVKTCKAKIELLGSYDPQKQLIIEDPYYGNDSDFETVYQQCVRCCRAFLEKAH
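test system = LMPTP-A | amount = 0.625 nM LMPTP-A final | reagent = fluorogenic phosphatase substrate OMFP at 400 µM final | incubation = 50 min at room temperature | benchmarks = no-enzyme low control, uninhibited high control | medium = Bis-Tris pH 6.0, DTT, detergent | signal = fluorescence intensity of OMFP turnover product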
Scp1 inh: inhibitors of human Scp-1 phosphatase. Q9GZU7. Recombinant Scp1, phosphopeptide, malachite green phosphate absorbance. inhibition, % at 20 µM. hit rate 0.88% among 340,000. AID 493091;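 active means inhibition above about 50% at 20 µM, limit read from the data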;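 further: plate controls were DMSO wells with enzyme for no effect and wells lacking enzyme for full effect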
Target sequence (Q9GZU7 76-261 limits assumed): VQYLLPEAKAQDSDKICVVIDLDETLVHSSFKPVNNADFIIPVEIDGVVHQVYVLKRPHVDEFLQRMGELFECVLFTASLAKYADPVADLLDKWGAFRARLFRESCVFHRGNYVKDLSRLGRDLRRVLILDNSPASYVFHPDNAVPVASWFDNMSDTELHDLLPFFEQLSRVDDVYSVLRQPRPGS
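Test system: SCP-1 catalytic domain; Buffer or medium: Acidic Tris acetate buffer with magnesium and detergent; Also added: Phosphorylated 17-residue peptide substrate; Compound: single 20 µM dose, 1% DMSO; Schedule: enzyme reaction 45 min at room temperature, colour 5 min, stabilisation 30 min; Signal: Phosphate-binding colour reagent, absorbance read at 630 nm.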
NRP1-CendR mod: NRP-1/CendR interaction modulation; O14786; FAM-RPARPAR peptide binding to NRP-1, fluorescence polarization; inhibition, % at 25 µM; hit rate 0.85% among 360,000;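 active means inhibition or corrected inhibition above about 18%, plus a signal ratio from 0.5 to 1.5, limit read from the data, passing the limit was not always enough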; further: strong numbers were not always called active
DNMT1 block: DNMT1 (human) enzyme inhibition; hit rate 0.83% among 360,000; DNMT1 molecular beacon, Hinp1I cleavage, fluorescence; AID 588458; P26358; inhibition (reported as % activation of signal), % at 10 µM; in the data active means inhibition above about 50%
NadD block: inhibitors of Staphylococcus aureus NadD; purified NadD enzyme, colorimetric absorbance read-out; AID 602399; inhibition, % at 20 µM; hit rate 0.78% among 360,000; in the data active means inhibition above about 26%; further: some compounds past the cut are filed as inactive
MT1-MMP act inh: inhibitors of human MT1-MMP activation | HT1080 RFP-PRO-GFP cells, GFP/RFP ratio fluorescence, overnight; percent of plate control window, DMSO zero | GFP/RFP ratio change, % at 20 µM | P50281 | AID 651647 | hit rate 0.061% among 360,000;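 active means GFP/RFP ratio change of at least 30% with cell ATP level not reduced by more than half and red fluorescence within 50% of control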; further: strong numbers were not always called active
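Assay system: HT1080 RFP-PRO-GFP cells | Dosing: 20 µM single dose, 1% DMSO | Incubation: Cells overnight before dosing, compound overnight, 37 °C, 5% CO2 | Evaluation: GFP/RFP fluorescence ratio | Control set: DMSO-only wells and HT1080 RFP-L50D-GFP cell wells as references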
SUMO1 PPI mod: SUMO1-SIM interaction modulation; P63165; SUMO1 binding to a labelled peptide, TR-FRET, 1 h; inhibition, % at 20 µM; hit rate 0.33% among 360,000; AID 602429; in the data active means inhibition above about 37%
Target sequence (P63165 whole entry, looked up): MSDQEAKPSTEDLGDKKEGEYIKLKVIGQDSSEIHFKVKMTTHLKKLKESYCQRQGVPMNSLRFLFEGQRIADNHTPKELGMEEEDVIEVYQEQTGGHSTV
Rpn11 block: blocks the human proteasome subunit Rpn11 | human 26S proteasome, Ub4-pepOG fluorescence polarization; 20S core pre-blocked with epoxomicin | calls only at 20 µM | hit rate 0.59% among 360,000;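 active means inhibition at 20 µM, scaled to each plate's controls, above about 33%, limit read from the data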
STEP inh: blocks human striatal-enriched tyrosine phosphatase; hit rate 0.25% among 360,000; AID 588621; recombinant STEP, OMFP fluorogenic substrate, fluorescence; P54829; inhibition, % at 20 µM;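 active means inhibition at 20 µM, scaled per plate between control wells, above about 37%, limit read from the data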;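 further: 0% = DMSO with enzyme and substrate and 100% = substrate only without enzyme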
Target sequence (P54829 whole entry, looked up): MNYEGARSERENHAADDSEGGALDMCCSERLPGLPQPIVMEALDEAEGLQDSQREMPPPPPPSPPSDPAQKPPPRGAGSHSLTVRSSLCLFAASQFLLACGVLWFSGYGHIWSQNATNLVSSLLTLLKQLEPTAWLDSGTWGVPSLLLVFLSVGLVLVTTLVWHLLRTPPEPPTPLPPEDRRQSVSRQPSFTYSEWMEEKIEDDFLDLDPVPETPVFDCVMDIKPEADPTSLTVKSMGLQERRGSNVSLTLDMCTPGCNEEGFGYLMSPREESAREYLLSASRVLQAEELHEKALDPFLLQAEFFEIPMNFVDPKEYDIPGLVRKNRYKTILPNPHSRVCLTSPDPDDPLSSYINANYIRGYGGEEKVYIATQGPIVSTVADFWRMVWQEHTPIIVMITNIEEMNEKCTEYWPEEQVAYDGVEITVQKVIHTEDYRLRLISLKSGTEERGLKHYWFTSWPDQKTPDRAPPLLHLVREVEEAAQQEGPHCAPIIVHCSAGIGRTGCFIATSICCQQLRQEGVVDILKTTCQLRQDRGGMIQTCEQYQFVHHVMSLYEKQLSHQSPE
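Measure: Control-normalized % inhibition with plate pattern correction | Test system: STEP phosphatase, cell-free reaction | Medium: pH 6.0 Bis-Tris with DTT and Tween 20 | Technique: Fluorescence, 480/540 nm | Times: Reaction 20 min, ambient temperature | Doses: Single compound dose of 20 µM, 1% DMSO final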
SKN-1 inh: blocks SKN-1 activity in C. elegans. C. elegans VP596 Pgst-4::GFP/RFP ratio, acrylamide-induced, 24 h. inhibition, % at 21.8 µM. hit rate 0.49% among 360,000;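 active means interference check ratio from 0.5 to 1.5 plus GFP to RFP signal ratio inhibition reaching or exceeding a fixed threshold, cut at about 30% in these data, passing the limit was not always enough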; further: some compounds called inactive have numbers as strong as hits
* marks the source's active call; other numbers are inactive results; i = inactive; · = no result given. Hits appear at their usual frequency. Share with any hit: about 3.9%.

SMILES	LMPTP inh	Scp1 inh	NRP1-CendR mod	DNMT1 block	NadD block	MT1-MMP act inh	SUMO1 PPI mod	Rpn11 block	STEP inh	SKN-1 inh
O=C1CC(N2CCN(c3ccccn3)CC2)C(=O)N1c1ccc(F)cc1 (configuration not stated)	2.7	3	-4	0	-7	0	1	i	3	5
NC(=O)c1cccc(-c2cccc3nccn23)c1	0.3	·	1	6	1	-4	-10	i	4	-18
C=CCNC(=O)C(=O)NCC(c1ccc2c(c1)OCO2)N1CCOCC1 (configuration not stated)	-1.5	-4	15	-2	-5	5	3	i	-3	9
Cc1nnc(Sc2nc3c(c(=O)n(C)c(=O)n3C)n2Cc2ccccc2Cl)s1	-1.3	0	-12	3	-2	3	2	i	-2	-26
NS(=O)(=O)c1ccc(CCNC(=O)C2CCCN(S(=O)(=O)c3cccnc3)C2)cc1 (configuration not stated)	-0.3	-8	1	0	1	-3	5	i	-1	-3
NCC[C@H](O)C(=O)N[C@@H]1C[C@H](N)[C@@H](O[C@H]2O[C@H](CN)[C@@H](O)[C@H](O)[C@H]2O)[C@H](O)[C@H]1O[C@H]1O[C@H](CO)[C@@H](O)[C@H](N)[C@H]1O	-9.5	-9	0	-88	-6	-3	-127	i	-1	10
CN(C)CCNC(=O)c1c(CSc2ccccc2)noc1C(=O)NCc1ccccc1	-1.2	-9	20	8	-5	3	-5	i	-2	-19
COc1c(/C=N/NC(=O)c2ccccc2O)c(CCN(C)C(C)=O)cc2c1OCO2	-1.3	-10	3	2	-1	0	1	i	-1	12
Cc1ccc(-c2nnc(SCc3ccc(C#N)cc3)n2Cc2ccco2)cc1	0.1	2	13	-1	0	-1	0	i	2	13
Cc1ccc(OC(=O)N(C)C[C@@H]2OCc3cn(nn3)CCCC(=O)N([C@@H](C)CO)C[C@H]2C)cc1	-1.1	·	10	7	-3	-1	5	i	-1	17
COc1ccc(OC)c(NC(=S)N2CCN(Cc3ccccc3)CC2)c1	-1.9	6	-6	8	1	2	-1	i	26	-2
Cc1ccc(CNC(=O)C2(S(=O)(=O)c3ccc(C)cc3)CC2)cc1	-0.6	-6	3	3	-12	-1	2	i	-1	19
Cc1ccc(C)n1-c1nc(=S)[nH][nH]1	-2.7	10	-3	46	3	16	17	i	-1	0
O=C(c1ccc([N+](=O)[O-])o1)N1CCc2ccccc21	-1.2	-5	3	0	-2	-3	-40	i	2	-20
Cc1cn(CC(=O)N[C@H](C)c2cccc3ccccc23)c(=O)[nH]c1=O	-1.9	0	-19	1	-2	2	0	i	-2	5
COc1cc(-c2noc(C)c2C(=O)NCc2ccc(C)o2)cc(OC)c1OC	-1.7	-2	-1	1	8	2	2	i	-1	8
O=C(Cn1cc(C(=O)C2CC2)c2ccccc21)Nc1ccccc1Cl	-0.2	-5	8	1	1	0	-1	i	1	6
O=C1CS/C(=C\[N+](=O)[O-])N1c1ccc(OC(F)(F)F)cc1	-2.6	-20	-3	-1	-3	-2	-21	i	2	-6
CC(N=Cc1c(O)c2ccccc2oc1=O)C(=O)O (configuration not stated)	-0.6	2	-5	3	2	-11	3	i	2	8
O=C1CCc2cc(S(=O)(=O)Nc3cccc(Cl)c3)ccc2N1	-0.5	·	-16	2	-3	1	16	i	1	-8
COC(=O)Cn1cnc(C(=O)Nc2ccc(C)c(C)c2)n1	-1.6	7	-8	-1	1	6	6	i	-2	-5
O=C(c1sc2cccc(F)c2c1Cl)N1CCN(c2ncccn2)CC1	0.2	-8	6	0	1	1	0	i	0	15
O=Cc1cc(N=Nc2cccc(C(=O)O)c2)ccc1O	-1.6	-2	-40	3	4	5	-14	i	1	3
COc1cc(NC(=O)NCCN2CCN(c3ccccc3)CC2)cc(OC)c1OC	-0.1	-6	8	0	-6	3	-5	i	-2	2
CNC(=O)CSc1nc2cccnc2n1-c1ccc(F)cc1	-0.7	-5	-6	-1	-6	-1	3	i	1	0
C1CCc2c(c(N3CCOCC3)nc3sc4c(N5CCOCC5)nnnc4c23)C1	-1.8	-9	3	1	-2	-1	7	i	-3	5
COc1ccc(N2CCN(C(=O)CNC(=O)c3ccccc3Cl)CC2)cc1	0.1	-2	13	-2	9	-2	0	i	-1	10
CC(C)C1Oc2cc3oc(=O)ccc3cc2C1=O (configuration not stated)	-0.5	16	5	12	3	-3	-5	i	3	4
CCOCCCN(C(=O)c1snc(C(N)=O)c1N)C(C(=O)NCCC(C)C)c1ccc(Cl)cc1 (configuration not stated)	0.8	-3	0	2	-10	1	-4	i	-1	-13
Cc1cc(SCc2ccccc2C)nc(=O)[nH]1	-0.4	-4	-8	5	2	1	-2	i	2	-6
O=C(CN(Cc1ccco1)C(=O)c1cccc(Cl)c1)Nc1c(Cl)cc(Cl)cc1Cl	2.3	-13	10	1	4	1	1	i	3	4
Fc1ccccc1-c1n[nH]c(=S)n1Cc1ccccc1	-0.9	-7	9	0	-1	4	5	i	-2	12
O=C(O)/C(=C\c1ccco1)NC(=O)c1ccccc1	-1.4	-2	7	5	-3	-2	-2	i	1	8
Cc1cc(C)c(C)c(S(=O)(=O)ON2C(=O)c3ccccc3C2=O)c1C	-0.4	-5	-9	-6	-1	1	3	i	1	-7
CSc1ncccc1C(=O)NCc1nnc2ccccn12	0.3	-7	6	12	2	-4	12	i	1	-10
O=C1OCCN1C(=O)[C@H]1[C@H](c2ccc(F)cc2)C(c2ccccc2)=NN1c1ccccc1	3.4	-7	-6	-4	9	-3	-5	i	-3	9
Cc1cc(=O)oc(C)c1C(=O)NCc1cccnc1	-2.7	-2	12	6	-5	1	-3	i	1	9
O=C(NC1CC1)C1CCCN(C(=O)Nc2ccc(F)cc2)C1 (configuration not stated)	-0.7	-8	8	3	0	5	1	i	3	-2
Cc1cc(NC(=O)CCCC(=O)N(c2ccccc2)C(C(=O)NC2CCCCC2)c2cccs2)no1 (configuration not stated)	-1.4	-7	7	3	-1	-2	0	i	2	-3
O=C(CNC(=O)N1CC(=O)Nc2ccccc21)Nc1ccc(F)c(Cl)c1	0.1	-5	1	5	-6	3	7	i	-3	15
COc1ccc(N(CC(=O)Nc2cc(OC)cc(OC)c2)S(=O)(=O)c2c(C)n[nH]c2C)cc1	-0.3	1	3	-6	-6	0	-3	i	-3	-6
C=CCN(CC=C)C(=O)CN1C(=O)NC(c2ccccc2)(c2ccccc2)C1=O	0.6	1	9	0	0	-1	1	i	2	18
CCN(C(=O)COc1ccc(C(=O)c2ccccc2)cc1)c1ccccc1	0.9	-4	8	-4	-7	-3	4	i	-2	-1
Cc1cc(C)n(C(=O)c2cc3c(s2)CCCC3)n1	3.3	-9	14	1	-5	-7	-1	i	0	15
COC(=O)Cc1cc(=O)[nH]c(/N=C(\N)Nc2ccccc2C)n1	1.4	0	-11	3	1	7	0	i	1	3
CCOC(=O)C1(CCOc2ccccc2)CCN(Cc2cccc(-n3cccn3)c2)CC1	0.2	-6	9	3	-4	-5	2	i	-1	2
COc1ccc(CCNC(=S)N2CCN(S(=O)(=O)c3cccc(F)c3)CC2)cc1	-0.2	-1	9	3	0	-3	8	i	0	8
Cc1ccc(C)c(NC(=O)c2nnn(Cc3ccccc3C)c2N)c1	0.4	-13	-15	-8	8	-5	3	i	-5	-12
CC(C)(C)NC(=O)CN(C(=O)CS(=O)CC(=O)Nc1ccc(F)cc1)c1ccc(F)c(Cl)c1 (configuration not stated)	-1.1	-6	6	5	-6	1	3	i	-1	0
COc1ccc(OC)c(NC(=O)c2csc(Cl)c2OC)c1	-0.5	-16	12	3	-9	-3	7	i	-6	20
O=C(Nc1ccnc(-c2cccnc2)n1)c1ccc(Cl)c(Cl)c1	2.7	9	-14	44	-5	6	5	i	4	7
Cc1nnc(C)c2c(C)n(-c3ccc4ncccc4c3)c(C)c12	54*	1	-12	-7	12	-7	-1	i	3	13
Cc1ccc(C(=O)c2cn[nH]c2-c2cc(Cl)ccc2O)cc1	0.9	-13	1	-1	-3	-7	8	i	-1	10
Cc1ccc(C(=O)Nc2ccncc2)o1	-0.8	-4	2	0	0	4	-2	i	-1	-10
Cc1ccc(C)c(NC(=O)c2cc(C)nc3ccccc23)c1	-1.2	-6	0	0	-3	0	3	i	-2	4
O=C(Nc1ccccc1C(F)(F)F)N1CCN(c2ccc3nncn3n2)CC1	-1.7	-4	-14	3	1	11	10	i	4	-4
Cc1ccc([C@H]2C[C@H](n3cc(C4CC4)nn3)[C@@H](O)CN2CC2CCCCC2)cc1	-0.9	·	-11	2	-8	1	4	i	-1	-7
COc1ccc(N2CCN(C(=O)CCCN3C(=O)c4cccc5cccc(c45)C3=O)CC2)cc1	1.6	-5	-2	-1	14	3	-23	i	7	-7
CCCC(=O)Nc1ccc(NC(=O)c2ccccc2F)cn1	-2.5	-8	-5	-1	2	-2	1	i	1	6
CC(C)(C)C(=O)c1no[n+]([O-])c1/C(=N/O)C(C)(C)C	0.5	-3	0	0	5	2	-2	i	0	-15
COc1cccc(NC(=O)COC(=O)Cn2c(C)csc2=O)c1	-0.6	-2	4	7	-1	0	2	i	-1	-12
COc1ccccc1CNC(=O)CN1C(=O)CSc2ccc(S(=O)(=O)N3CCCC3)cc21	0.5	-1	0	0	1	2	-1	i	-1	5

A section taken from the entries so far, for reference:
SMILES	LMPTP inh	Scp1 inh	NRP1-CendR mod	DNMT1 block	NadD block	MT1-MMP act inh	SUMO1 PPI mod	Rpn11 block	STEP inh	SKN-1 inh
CCOC(=O)C1(CCOc2ccccc2)CCN(Cc2cccc(-n3cccn3)c2)CC1	0.2	-6	9	3	-4	-5	2	i	-1	2
COc1ccc(CCNC(=S)N2CCN(S(=O)(=O)c3cccc(F)c3)CC2)cc1	-0.2	-1	9	3	0	-3	8	i	0	8
Cc1ccc(C)c(NC(=O)c2nnn(Cc3ccccc3C)c2N)c1	0.4	-13	-15	-8	8	-5	3	i	-5	-12
CC(C)(C)NC(=O)CN(C(=O)CS(=O)CC(=O)Nc1ccc(F)cc1)c1ccc(F)c(Cl)c1 (configuration not stated)	-1.1	-6	6	5	-6	1	3	i	-1	0

LMPTP inh: entries above that show a hit.
SMILES | LMPTP inh | Scp1 inh | NRP1-CendR mod | DNMT1 block | NadD block | MT1-MMP act inh | SUMO1 PPI mod | Rpn11 block | SKN-1 inh
Cc1nnc(C)c2c(C)n(-c3ccc4ncccc4c3)c(C)c12 | 54* | 1 | -12 | -7 | 12 | -7 | -1 | i | 13
